Screening results as filed in PubChem BioAssay.
OX1R FRET antag: blocks the human orexin 1 receptor | O43613 | OX1R-expressing cells, FRET antagonist read-out | inhibition, % at 6.6 µM | 330,000 tested, 1.8% active; in the data active = inhibition mostly above about 38%, no sharp cut-off; inactive = mostly below about 40%;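 note: 0% = agonist challenge alone and 100% = reference antagonist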
KCNQ2 inh: KCNQ2 potassium channel inhibitors, primary screen, cell-based, CHO-K1, FluxOR thallium flux, B-score (AID 2156); O88943; 20 min; hits give low values; B-score at 10 µM; 310,000 tested, 1.1% active;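 active = fluorescence ratio B-score at most minus 3 library SDs, with starting brightness B-score within 2 library SDs, cut at about -5.5 in these data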
Target sequence (O88943 whole entry, looked up): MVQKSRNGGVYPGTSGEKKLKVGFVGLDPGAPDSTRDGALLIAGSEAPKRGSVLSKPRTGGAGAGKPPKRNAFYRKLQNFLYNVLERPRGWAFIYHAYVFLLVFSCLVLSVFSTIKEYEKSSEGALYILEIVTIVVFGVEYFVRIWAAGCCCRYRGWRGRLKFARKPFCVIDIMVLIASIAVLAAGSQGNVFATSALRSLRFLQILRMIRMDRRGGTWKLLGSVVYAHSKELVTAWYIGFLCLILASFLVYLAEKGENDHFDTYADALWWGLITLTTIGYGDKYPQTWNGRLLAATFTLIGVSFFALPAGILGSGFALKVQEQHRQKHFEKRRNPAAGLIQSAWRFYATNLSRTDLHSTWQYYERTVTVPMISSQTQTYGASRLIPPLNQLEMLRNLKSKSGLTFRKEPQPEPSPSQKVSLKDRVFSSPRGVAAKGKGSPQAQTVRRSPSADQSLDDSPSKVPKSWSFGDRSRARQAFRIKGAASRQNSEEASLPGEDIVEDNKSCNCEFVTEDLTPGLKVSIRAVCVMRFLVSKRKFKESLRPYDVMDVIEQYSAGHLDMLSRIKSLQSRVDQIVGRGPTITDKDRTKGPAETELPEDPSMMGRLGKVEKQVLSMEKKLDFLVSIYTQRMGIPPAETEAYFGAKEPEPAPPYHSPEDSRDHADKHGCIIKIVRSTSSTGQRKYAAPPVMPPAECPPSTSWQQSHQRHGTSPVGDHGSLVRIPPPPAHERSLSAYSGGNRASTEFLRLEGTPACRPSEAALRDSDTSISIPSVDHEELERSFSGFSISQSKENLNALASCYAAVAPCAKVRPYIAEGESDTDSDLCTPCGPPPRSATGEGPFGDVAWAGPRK
STK33 kinase inh: blocks human STK33 kinase activity; 320,000 tested, 0.073% active; Q9BYT3; inhibition, % at 10 µM; AID 2661; purified STK33, MBP phosphorylation, ADP-Glo luminescence;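 active = inhibition at or above 25%, using the most active replicate where run in duplicate; inactive = inhibition below 25%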
Starred values were filed as active, the others as inactive; i = inactive; . = not tested or not shown; & = joins results of further samples.

SMILES	OX1R FRET antag	KCNQ2 inh	STK33 kinase inh
COc1ccc(OCC(=O)O/N=C(\N)c2ccc(OC)cc2)cc1	5.2	i	-1.1
Cc1c(Cl)cccc1NC(=S)N1CCc2ccccc2C1	4.9	i	-0.5
O=C(CNS(=O)(=O)c1ccc(F)cc1)N1CCN(c2ccc(F)cc2)CC1	12.7	i	0.3
CC12CCC(C(=O)N(CC(O)CN3CCN(Cc4ccccc4)CC3)C1=O)C2(C)C (stereo not given)	0.5	i	-0.1
CN(C)CCCNc1nc2sc3c(c2c(=O)n1CCc1ccccc1)CCCCC3	6.7	i	1.7
CCCCc1c(C)nc2c(OC)cccc2c1SCCC(=O)O	-6.6	i	0.0
COc1cc(NC(=O)Nc2cccc3cccnc23)cc(OC)c1OC	.	i	1.1
COc1ccc([C@H]2/C=C\CN(C(=O)c3ccc(C)cc3)[C@@H](C)C(=O)N2Cc2ccc(F)cc2)cc1	20.1	i	-1.7
COc1cc(-c2nnc(-c3ccncc3)o2)ccc1OCc1ccccc1	2.9	i	-1.5
Cc1ccc(NC(=O)c2ccc(CSc3nnc(C)s3)cc2)cc1	9.5	i	-0.7
Cc1ccc(C)c(Oc2coc3cc(OCC(=O)Nc4ccccc4C(C)C)ccc3c2=O)c1	13.2	i	0.5
CCN(CC)CCOc1ccc2c(c1)C(=NNC(=O)c1ccccn1)c1cc(OCCN(CC)CC)ccc1-2	21.2	-7.1*	1.9
O=C(Nc1ccccc1)NC1(C(=O)NCc2ccc3c(c2)OCO3)CCCCC1	23.9	i	-0.2
CCCc1cc(=O)oc2c(CN(CC)CC)c(O)c(Cl)cc12	15.5	i	-1.3
CCOc1ccccc1NC(=O)CSCC(=O)Nc1ccccc1	25.9	i	-2.3
CN1CCN(C(=S)Nc2cccc(Cl)c2)CC1	2.7	i	0.8
CC(C)c1ccc(OCC(=O)N2CCCCCC2)c(Br)c1	19.1	i	-0.7
Cc1cc(NC(=O)c2cnn3c(C(F)F)cc(C4CC4)nc23)no1	3.1	i	-1.1
Cc1ccc(C)c(N2CCN(C(=O)CCCn3c(=O)c4cccn4c4cccnc43)CC2)c1	36.3	i	-2.2
Cn1c(N)c(C(=O)CSc2nnc(-c3c[nH]c4ccccc34)n2C2CC2)c(=O)[nH]c1=O	12.6	.	0.5
CCCCNC(=O)CCn1c(=O)c2ccccc2n(CC(=O)NCCc2ccc(OC)c(OC)c2)c1=O	22.1	i	-1.2
Cc1ccccc1C(=O)NC(=S)Nc1ccc(N2CCOCC2)cc1	10.8	i	-0.1
Cc1nc2ccccn2c1-c1ccnc(=S)[nH]1	19.9	i	1.3
CCN(CC)C(=O)CC(c1cc(OC)c(OC)c(OC)c1)c1c(OC)cc(OC)c2c(-c3ccccc3)cc(=O)oc12 (stereo not given)	27.9	i	0.1
CCn1c(/C=C/c2ccc(O)cc2)nc2ccccc2c1=O	25.9	i	2.0
Cc1ccc(CN2C(=O)CCC2C(=O)NCCN2CCOCC2)cc1 (stereo not given)	13.0	i	-0.2
CCc1sc(NS(C)(=O)=O)nc1-c1ccccc1	8.3	i	-0.6
COC(=O)c1c[nH]n2c(=O)cc(C)nc12	20.2	i	-1.6
COc1cccc(C(=O)NC(=S)Nc2ccc3c4c(cccc24)CC3)c1	34.3	i	-2.0
CCOc1ccc2nc(-c3ccccc3)[nH]c2c1	19.3	i	2.1
COc1cc(Br)c(Br)c(Br)c1N	6.3	i	-1.4
Cc1nc2ccccc2c(=O)n1/N=C/c1cc(Br)ccc1O	3.8	i	0.9
CC1CCN(C(=O)C2CCCN(c3ncnc4c3nc3n4CCCCC3)C2)CC1 (stereo not given)	12.4	i	4.9
CC1(C)C(=O)Nc2ccccc2N1C(=O)COC(=O)Cc1ccc(Cl)c(Cl)c1	8.2	.	-0.8
NS(=O)(=O)c1ccc(NC(=O)COC(=O)c2cn(-c3ccccc3)nc2-c2ccc(F)cc2)cc1	-1.8	i	0.0
N#Cc1ccccc1NC(=S)Nc1ccc(F)cc1	20.8	i	2.0
O=C(NCC1CCCO1)c1cccc(NS(=O)(=O)c2ccccc2)c1 (stereo not given)	14.7	i	0.8
COC(=O)/C(N=Nc1c(C)n(C)n(-c2ccccc2)c1=O)=C(\C)O	9.5	i	-0.3
C=CCN1C(=O)C(CC(=O)O)SC1=Nc1ccc(N=Nc2ccccc2)cc1 (stereo not given)	27.4	i	-1.0
COc1ccccc1C(=O)NC(=S)Nc1ccc(NC(=O)c2ccco2)cc1	42.9	i	-0.4
Cc1cccc(CNC(=O)C2CCC(=O)N(C3CCCCCC3)C2)c1 (stereo not given)	1.2	i	-2.6
CC(C)(O)[C@@H]1CC(=O)[C@]2(C)[C@H](CC[C@@]3(C)[C@H](c4ccoc4)OC(=O)[C@H]4O[C@]432)[C@@]1(C)/C=C\C(=O)O	-0.2	.	-1.1
COCCNC(=O)c1ccccc1NC(=O)CN(c1ccc2c(c1)OCO2)S(C)(=O)=O	1.3	i	-1.2
O=C(NCCN1CCOCC1)c1ccccc1-c1ccccc1	17.3	i	-0.7
COc1ccc(CC/C(=N\O)C2(O)CCCCC2)cc1	12.5	i	-0.8
CCCCCN(C(=O)CCC(=O)OCC(=O)Nc1cccc(SC)c1)c1c(N)n(CCCC)c(=O)[nH]c1=O	9.1	i	-1.0
COc1ccccc1CCC(=O)N(C)C1CCCN(Cc2ccccc2F)C1 (stereo not given)	9.8	i	-0.4
O=C(Cn1[nH]c(=O)c2ccccc2c1=O)OCC(=O)N1CCc2ccccc2C1	19.5	i	0.3
Cc1ccc(CNC(=O)Cn2cnc(S(=O)(=O)N3CCC(C)CC3)c2)o1	5.8	i	-1.3
CCCCCCC[N+](CC)(CC)CCCCc1ccc(Cl)cc1	13.8	.	0.1
COc1cc(SC)ccc1C(=O)Nc1ccccc1	13.0	i	1.8
COc1cccc(CNC(=O)CN2CCC(c3nc4ccc(C)cc4[nH]3)CC2)c1	17.8	i	-1.7
CN(C)/C=N/c1nc2nccc(-c3ccc(Cl)cc3)n2n1	10.6	i	-0.1
O=C(COC(=O)/C=C/c1ccc(Cl)cc1)NC(=O)NCc1ccccc1	-3.4	.	-0.4
COC(=O)CCS(=O)(=O)c1ccc(Cl)cc1	18.7	i	0.6
Cc1cc(C)c(-n2nnnc2SCC(=O)c2cccs2)c(C)c1	10.4	i	-0.1
CCNC(=S)Nc1ccc(S(=O)(=O)Nc2cc(C)nc(C)n2)cc1	6.1	i	-1.5
O=C(O)/C=C/C(=O)NCCCc1ccccc1	20.2	i	-0.9
Cc1cc(OCC(=O)Nc2ccc(F)c(F)c2)nc(C(C)C)n1	17.3	i	-1.7
Cc1ccc(-n2c(C)nc3ccsc3c2=O)cc1	8.7	i	-1.0

(further entries)
SMILES	OX1R FRET antag	KCNQ2 inh	STK33 kinase inh
CCc1ccc2c(CN3CCc4cc(OC)c(OC)cc4C3)cc(=O)oc2c1	16.6	i	0.1
Cc1ccc(/C=C/C(=O)NCCc2ccccc2)o1	10.7	i	-1.8
Cc1ccc(-n2ncc3c2CC(C)(C)CC3NC(=O)CCc2cccnc2)cc1 (stereo not given)	.	i	0.3
CSc1nc(C)cc(C)c1C(N)=O	28.2	i	-0.9
Cc1cccc(C)c1NC(=O)C(Cl)C(=O)c1ccccc1 (stereo not given)	15.1	i	-1.3
COc1ccc(NS(=O)(=O)c2cc3c(cc2C)N(C(C)=O)CCO3)cc1	16.8	i	0.9
CC(C)(C)c1cnnn1-c1ccc(NC(=O)c2ccc3c(c2)OCO3)cc1	10.0	i	1.5
Cc1c(C(=O)O)sc(=S)n1-c1ccccc1	2.8	i	-2.9
Cn1nnnc1SCC(=O)Nc1sccc1C(N)=O	-1.5	.	0.5
COc1ccc(N2C(=O)CC(N3CCC(O)(c4ccc(Cl)cc4)CC3)C2=O)cc1 (stereo not given)	6.4	i	0.0
CCOC(=O)c1[nH]c(C)c(C(=O)OCC(=O)N2c3ccccc3CC2C)c1C (stereo not given)	18.1	i	-1.1
c1ccc(-c2noc(-c3cccc4ccccc34)n2)cc1	16.2	i	-2.0
COC(=O)CCCCC1SCC2NC(=O)NC21 (stereo not given)	20.0	i	-0.3
COc1ccccc1NS(=O)(=O)c1cc(NC(=O)C2=NNC(=O)CC2)ccc1C	5.9	.	1.0
O=C(CSc1nc2ccccc2[nH]1)Nc1nc(-c2ccccc2)c(-c2ccccc2)o1	15.3	i	0.2
O=S(=O)(c1cccc(C(F)(F)F)c1)N1CCCC1c1cccnc1 (stereo not given)	-0.6	i	-0.7
CSc1ccc(S(=O)(=O)N2CCC(C(=O)NCc3ccco3)CC2)cc1	27.1	i	-1.2
O=C1CC2(CCCC2)C(=O)N1CN1CCN(S(=O)(=O)c2ccc(F)cc2F)CC1	6.5	.	0.1
Cc1cnn(C(=S)NCCc2ccccc2)c1	6.5	i	-1.5
CC1(C)CC(=O)C2=C(C1)N(c1ccccc1)C(=O)CC2c1ccc(O)cc1 (stereo not given)	17.0	i	-1.4
O=C(CCSc1ccccc1)N1CCN(C(=O)c2ccco2)CC1	11.2	i	-1.0
COc1ccc(-c2[nH]ncc2C=O)cc1OC	7.6	i	-0.4
CC(Sc1ccccc1)C(=O)N1CCN(S(=O)(=O)c2ccccc2)CC1 (stereo not given)	16.6	i	-1.6
CCS(=O)(=O)c1ccc(O)c(NC(=O)c2ccc(S(=O)(=O)N3CCCCCC3)cc2)c1	4.2	.	-0.8

In the list so far, these have bromine:
SMILES	OX1R FRET antag	KCNQ2 inh	STK33 kinase inh
CC(C)c1ccc(OCC(=O)N2CCCCCC2)c(Br)c1	19.1	i	-0.7
COc1cc(Br)c(Br)c(Br)c1N	6.3	i	-1.4
Cc1nc2ccccc2c(=O)n1/N=C/c1cc(Br)ccc1O	3.8	i	0.9

Reformatted with the structure last: 2 of the compounds above
OX1R FRET antag | KCNQ2 inh | STK33 kinase inh | SMILES
7.6 | i | -0.4 | COc1ccc(-c2[nH]ncc2C=O)cc1OC
5.9 | . | 1.0 | COc1ccccc1NS(=O)(=O)c1cc(NC(=O)C2=NNC(=O)CC2)ccc1C

(further entries)
SMILES	OX1R FRET antag	KCNQ2 inh	STK33 kinase inh
O=C(c1cccs1)N(c1cccc(Cl)c1)C1C=CS(=O)(=O)C1 (stereo not given)	6.4	i	0.1
COc1ccc2nc(C)cc(SCC(=O)O)c2c1	-0.1&20.6	i	-1.0&-1.2
CCc1ccc(-n2c(=O)c3ccccc3n(CC(=O)NCc3ccco3)c2=O)cc1	10.6	i	4.3
COC(=O)Cc1c(C)nc2nc(NCc3ccccc3OC)[nH]n2c1=O	-2.4	i	-1.9
COc1ccc(Nc2ccc(N3C(=O)CC(C)C3=O)cc2[N+](=O)[O-])cn1 (stereo not given)	78.4*	i	0.9
COc1ccc(CC(=O)O)cc1O	8.3	i	-1.6
COc1ccc(CCNC(=O)CSCc2ccc(F)cc2)cc1OC	4.1	i	-1.5
COc1ccc(OC)c(C(=O)c2ccc(C(=O)N3CCN(Cc4csc(C)n4)CC3)cc2)c1	6.7	i	1.3
CCCCN(C)CCN1C(=O)C2C(C(=O)Nc3ccc(Cl)cc3)C3C=CC2(O3)C1C(=O)NC1CCCCC1 (stereo not given)	9.8	i	-1.6
CC(C)CN1CCN(Cc2nc(C(C)C)cs2)CC1CCO (stereo not given)	6.5	i	-1.1
CN(C)CCCNc1c2ccccc2nc2ccccc12	13.4	i	0.5
COc1ccc(Cl)cc1C(=O)CSc1nnnn1C	12.7	i	-1.0

KCNQ2 inh, entries above that show a hit.
SMILES	OX1R FRET antag	KCNQ2 inh	STK33 kinase inh
CCN(CC)CCOc1ccc2c(c1)C(=NNC(=O)c1ccccn1)c1cc(OCCN(CC)CC)ccc1-2	21.2	-7.1*	1.9

Some of the entries so far, with bars between the fields.
compound | OX1R FRET antag | KCNQ2 inh | STK33 kinase inh
COc1cc(-c2nnc(-c3ccncc3)o2)ccc1OCc1ccccc1 | 2.9 | i | -1.5
CC1(C)C(=O)Nc2ccccc2N1C(=O)COC(=O)Cc1ccc(Cl)c(Cl)c1 | 8.2 | . | -0.8
CCCCCN(C(=O)CCC(=O)OCC(=O)Nc1cccc(SC)c1)c1c(N)n(CCCC)c(=O)[nH]c1=O | 9.1 | i | -1.0
COC(=O)c1c[nH]n2c(=O)cc(C)nc12 | 20.2 | i | -1.6

The listing continues:
SMILES	OX1R FRET antag	KCNQ2 inh	STK33 kinase inh
CCc1nnc(N2C(=O)c3ccccc3C2(O)c2ccccc2)s1 (stereo not given)	2.7	i	-2.4
COc1ccc(N2C(=O)CC3(CCCC3)CC2=O)cc1	8.4	i	-4.9
Cc1ccc2cc(/C=C/C(=O)c3ccco3)c(Cl)nc2c1	9.6	i	-2.0
COc1ccc(CN2CCn3nc(C(=O)NC(C)C)cc3C2=O)cc1	10.9	i	-2.0
O=S(=O)(Nc1ccc2cn[nH]c2c1)c1ccc(C(F)(F)F)cc1	6.2	.	1.4
O=C(NN1CCOCC1)c1ccc(Cl)s1	9.0	i	-0.2
COc1ccc(C(c2nnnn2Cc2ccccc2)N2CCN(c3ccccc3)CC2)cc1 (stereo not given)	22.9	i	-0.9
Cc1occc1-c1nnc(SCC(=O)Nc2ccccc2)n1CCc1ccccc1	34.8	i	0.2
Cc1coc2cc3oc(=O)c(CCC(=O)NCCCN4CCCC4=O)c(C)c3cc12	13.7	i	0.2
O=C(OCC(=O)N1CCC(c2ccccc2)=N1)c1ccc([N+](=O)[O-])s1	61.0*	i	-2.4
Cc1nc2cc(CO)ccc2n1C	30.4	i	-0.7
COc1cc(C(C(=O)NC2CCCCC2)N(C(=O)c2snc(C(N)=O)c2N)c2ccc(C)cc2)ccc1O (stereo not given)	8.1	i	-0.5
Cc1nc(NCc2ccccc2)c2cc[nH]c2n1	-2.8	i	3.2
COc1ccc(CN2CCN(C(=O)CCC(=O)c3ccc(C)s3)CC2)cc1OC	3.1	.	-0.1
CCn1c(SCC(=O)NC2CCCCC2)nnc1-c1cccs1	4.4	i	-1.1
CC(C)(O)C(=O)NN(Cc1ccccc1)c1ccccc1	6.7	i	-1.9
CCOC(=O)C1CCN(C2CCN(Cc3nc(-c4ccccc4)no3)CC2)CC1	12.1	i	-0.7
